Menin MLL FP TR: menin-MLL binding inhibition, Texas Red mutant peptide | O00255 | Menin + Texas Red MLL mutant peptide, fluorescence polarization | Potency, µM (highest dose often 61.6 µM), for inactives: top-dose FP activity change, negative = inhibition, hits mostly inhibitors | 0.23% of 270,000 active | AID 1768; active = well fitted inhibition curve with a large enough effect in the polarisation, with a control signal flat, not every such curve was filed as active; inconclusive = small, poorly fitted or top-dose-only effect, or effect the other way, or a change in a side signal; inactive = no such curve, though single readings can be large or run the other way; the % refers to the polarisation; also: potency is read from the fitted curve at half-maximal effect; % of control where 0% means no effect; many of its hits are not listed in these tables
MLL CXXC-DNA inh: MLL CXXC-DNA interaction inhibition; Q03164; MLL-CXXC / FITC-HOXA9 DNA fluorescence polarization; Potency, µM (series often up to 115 µM), inactives show at the highest dose activity change, negative = inhibition, most hits filed as inhibitors; 0.037% of 290,000 active; AID 2662; active = well fitted inhibition curve with a large enough effect in the polarisation, with a control signal flat, not every such curve was filed as active; inconclusive = small, poorly fitted or top-dose-only effect, or effect the other way, or a change in a side signal; inactive = no such curve, though single readings can be large or run the other way; the % refers to the polarisation; also: potency is read from the fitted curve at half-maximal effect
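Fluorescence polarization: 7 uM MLL-CXXC (stock) preincubated 5 min with compounds, then 50 nM fluorescein-HOX-A9 DNA (stock) added; 30 min ambient. Buffer 50 mM Tris-HCl pH 7.5, 50 mM NaCl, 1 mM DTT, 0.05% BSA.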
ASM inhibitor: inhibitors of human secretory acid sphingomyelinase; 0.006% of 340,000 active; AID 504937; P17405; Potency, µM (series often up to 57.5 µM), for the others: at the top dose activity change, negative = inhibition, hits mostly inhibitors; placental ASM, HMU-PC fluorogenic substrate, 60 min; also: potency is read from the fitted curve at half-maximal effect
Target sequence (P17405 47-631 limits assumed): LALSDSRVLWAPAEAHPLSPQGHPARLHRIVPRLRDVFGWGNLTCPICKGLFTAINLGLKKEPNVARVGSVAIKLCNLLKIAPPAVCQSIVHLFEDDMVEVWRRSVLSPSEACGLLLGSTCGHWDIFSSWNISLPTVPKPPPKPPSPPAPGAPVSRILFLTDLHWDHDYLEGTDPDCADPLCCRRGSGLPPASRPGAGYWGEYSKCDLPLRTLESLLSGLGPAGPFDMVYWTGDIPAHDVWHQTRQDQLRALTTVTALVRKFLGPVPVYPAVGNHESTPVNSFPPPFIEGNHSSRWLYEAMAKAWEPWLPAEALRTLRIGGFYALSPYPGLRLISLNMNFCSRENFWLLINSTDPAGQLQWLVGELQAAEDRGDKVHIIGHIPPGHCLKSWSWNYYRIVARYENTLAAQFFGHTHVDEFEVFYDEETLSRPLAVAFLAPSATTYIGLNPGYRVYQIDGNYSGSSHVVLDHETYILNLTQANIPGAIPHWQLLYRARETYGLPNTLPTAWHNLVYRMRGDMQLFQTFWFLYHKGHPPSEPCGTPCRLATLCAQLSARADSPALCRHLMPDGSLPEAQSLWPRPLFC
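qHTS format. ASM enzyme prepared from human placenta hydrolyses the fluorogenic substrate HMU-PC0 (9 uM final) over 60 min at 37 °C after a 10 min compound preincubation.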
TCR act: T cell receptor activation; primary human leukocytes, anti-CD3, IL-2 HTRF, 48 h; Potency, µM (doses to about 9.22 µM), inactives show at the highest dose activation of IL-2 secretion, actives largely listed as activators; 330,000 tested, under 10 active; AID 504894; also: % of control where 0% means no effect
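IL-2 produced over 48 hr by a-CD3 bead-stimulated primary human leukocytes exposed to compounds was detected with a homogeneous time-resolved FRET immunoassay, 665nm acceptor signal after 320nm excitation.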
TSHR antagonist: human thyrotropin receptor antagonism | 0.2% of 330,000 active | activity change, negative = inhibition, % at 11.5 µM | AID 504810 | TSHR-expressing cells, TSH-stimulated cAMP HTRF, 2 h; active compounds read low | P16473;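 active = activity change below a set negative limit, meaning inhibition stronger than a set level, cut at about -70% in these data; inconclusive = activity change between two set negative limits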; also: % is scaled to controls: 0 for no effect and ±100 for the full control effect
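TSHR-expressing cells, 200/well, pre-treated with compound, then stimulated with EC80 TSH (4nM final) for 2 hours at 37 deg C. cAMP measured by competitive HTRF: anti-cAMP cryptate antibody in lysis buffer plus cAMP-d2, read after 30 minutes at room temperature.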
Mito fusion yeast: blocks mitochondrial division or promotes mitochondrial fusion. S. cerevisiae fusion-defective mutant growth rescue, CellTiterGlo 48 h. Potency, µM (highest dose often 46.1 µM), for the others: at the top dose growth rescue (activation), usual class: activators. 0.23% of 320,000 active;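 also: potency is read from the fitted curve at half-maximal effect; % of control where 0% means no effect; nearly all actives have a fitted effect of over 45% in size; temperature-sensitive fusion mutants such as fzo1-1 at 37 °C on non-fermentable ethanol glycerol medium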
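Read-out: ATP-based luminescence (CellTiterGlo, 10 min ambient) reporting growth of fusion-defective ts yeast after 48 hours at 37C on glycerol/ethanol YPEG medium in the presence of compound.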
AT treatment: candidate therapy for ataxia-telangiectasia; Potency, µM (series often up to 57.5 µM), for inactives: top-dose activation, usual class: activators; 0.19% of 320,000 active; […] A-T fibroblasts, KAP-1 phosphorylation AlphaLISA; neocarzinostatin DNA damage 30 min before lysis; also: potency is read from the fitted curve at half-maximal effect; % of control where 0% means no effect; nearly all actives have a fitted effect of over 45% in size
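hTERT-immortalized A-T patient fibroblasts ([…]), 500 cells/well in OPTI-MEM, 1% FBS, got compounds for 60 min, then NCS for 30 min at 37C. Lysates were then assayed for phospho-KAP-1 by AlphaLISA (anti-pKAP1 donor, anti-KAP1 acceptor beads), 6 hr at 25C.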
MBNL1-CUG inh: MBNL1-poly(CUG) RNA binding inhibition; 0.036% of 280,000 active; TR-FRET MBNL1-His/biotin-(CUG)12 binding, 665/545 ratio; Potency, µM (highest dose often 57.5 µM), for inactives: top-dose activity change, negative = inhibition, hits mostly inhibitors; active = well fitted inhibition curve with a large enough effect in the signal ratio, with a control signal flat, not every such curve was filed as active; inconclusive = small, poorly fitted or top-dose-only effect, or effect the other way, or a change in a side signal; inactive = no such curve, though single readings can be large or run the other way; the % refers to the signal ratio; also: potency is read from the fitted curve at half-maximal effect; % is scaled to controls: 0 for no effect and ±100 for the full control effect
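TR-FRET readout: Ex 340 nm, 665/545 nm emission ratio, normalized to buffer-only (basal) and MBNL1-(CUG)12 controls. Complex of MBNL1-His with Biotin-(CUG)12, compounds 92 nM–58 uM, incubated 60 min at room temperature.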
PTAP TSG101 blk: blocks PTAP/TSG101 interaction to inhibit HIV-1 budding; Q99816; Fluorescence polarization, FITC-PTAP peptide / Tsg101 binding; AID 493005; 340,000 tested, under 10 active; Potency, µM (top dose mostly 115 µM), for inactives: at the top dose activity change, negative = inhibition, usual class: inhibitors; active = well fitted inhibition curve with a large enough effect in the main read-out, with a control signal flat, not every such curve was filed as active; inconclusive = small, poorly fitted or top-dose-only effect, or effect the other way, or a change in a side signal; inactive = no such curve, though single readings can be large or run the other way; also: potency is read from the fitted curve at half-maximal effect; % of control where 0% means no effect
Target sequence (Q99816 whole entry, looked up): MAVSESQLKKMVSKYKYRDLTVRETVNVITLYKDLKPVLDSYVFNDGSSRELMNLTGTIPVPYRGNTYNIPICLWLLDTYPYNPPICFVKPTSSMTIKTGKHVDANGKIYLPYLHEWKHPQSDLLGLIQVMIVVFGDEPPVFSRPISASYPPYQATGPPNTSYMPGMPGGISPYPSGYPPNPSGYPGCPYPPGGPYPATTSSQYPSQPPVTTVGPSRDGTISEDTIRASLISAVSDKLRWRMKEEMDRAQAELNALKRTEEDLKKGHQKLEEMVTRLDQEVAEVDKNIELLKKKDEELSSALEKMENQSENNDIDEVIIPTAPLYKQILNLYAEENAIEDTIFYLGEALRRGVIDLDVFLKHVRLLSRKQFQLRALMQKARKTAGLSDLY
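Fluorescence polarization binding of Tsg101 binding domain (10 uM final) to FITC-labeled PTAP peptide (50 nM final) in HEPES pH 7.5 buffer with NaCl, Tween 20, EDTA, TCEP. Compounds added before peptide; binding 20 min at RT.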
a7 integrin act: activators of alpha7 integrin expression for muscular dystrophy; Potency, µM (titrated, usually from 38.3 µM), inactives show at the highest dose activation, usual class: activators; alpha7betagal myoblasts, beta-gal FDG fluorescence, 48 h; 0.064% of 350,000 active;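 also: potency is read from the fitted curve at half-maximal effect; 100% = response of the positive control SU9516; nearly all actives have a fitted effect of over 60% in size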
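Alpha7betagal+/- myoblasts (passage 13) were plated 16-24 hr, then exposed to compounds (1:260 dilution of DMSO stock) for 48 hours at 37C. After MPER lysis, β-galactosidase reporter activity was read as FDG fluorescence (ex 480/em 540) after 30 minutes.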
Numbers without * were called inactive; u = inconclusive; x = not tested or not shown; [ ] = dose if it differs, or a comment. Unless noted, calls follow the shape of the dose curve; as a rule, active = well fitted curve in the direction sought with a large enough effect; inconclusive = small, poorly fitted or top-dose-only effect, or another doubt; inactive = no such curve, though single readings can be large; an effect the other way counts as inactive or inconclusive. A portion of the library; count on the stated rates, not on these rows.

SMILES,Menin MLL FP TR,ASM inhibitor,AT treatment,PTAP TSG101 blk,MBNL1-CUG inh,Mito fusion yeast,TSHR antagonist,a7 integrin act,MLL CXXC-DNA inh,TCR act
Cc1cccc(C(=O)NC(=S)NNC(=O)Cc2ccccc2)c1,2%,0%,1%,-1%,16%,-20%,5,-39%,8%,-5%[46.1 µM]
O=C(CN1CCN(S(=O)(=O)c2ccccc2)CC1)NCCc1ccccc1,x,2%,2%,-2%,-5%,-2%,-5,-31%,-3%,2%
Cc1cc(=O)oc2cc(OCC(=O)Nc3ccc(F)cc3F)ccc12,x,41%[activator],3%,0%,x,5%,0,-17%,x,-1%
O=C(NNC(=O)c1ccc2ccccc2c1)c1ccc(Cl)cc1,x,-2%,x,-11%,x,x,x,12%,x,4%
CC(C)(C)NC(=O)CSC(=Nc1cccc(F)c1)NC#N,15%,-7%,-3%,-2%,-2%,-2%,3,-37%[inhibitor],-1%,-3%
O=C(CN1C(=O)COc2ccccc21)NCCCN1CCCCC1,x,-1%,-1%,1%,1%,-2%,-6,-7%,-2%,3%
O=C(N/N=C/c1ccc(OC(=O)c2cccs2)cc1)c1ccccn1,u,x,11%,-3%,5%,-2%,-1,1%,14%,1%
C=CCn1c(CCc2ccccc2)nnc1SCC(N)=O,8%,-1%,14%,-3%,2%,4%,-12,13%,5%,3%
CCN(CC)CCCN1C(=O)C(O)=C(C(=O)c2sc(C)nc2C)C1c1ccc(C)o1 (configuration not stated),4%,x,3%,x,2%,-4%,23,x,-5%,x
CNC(=O)c1c(NC(=O)C2=COCCO2)sc2c1CCC(C)C2 (configuration not stated),x,-2%,9%,x,0%,12%,-29,0%,18%,-1%
O=C(Cc1cccs1)NCCS(=O)(=O)N1CCN(c2cccc(Cl)c2)CC1,x,-1%,-1%,-1%,x,8%,-6,-12%,x,3%
O=C1CSC(c2cccc([N+](=O)[O-])c2)N1C1CC2CCC1C2 (configuration not stated),x,-2%,11%,0%,23%,0%,-5,-7%,2%,-2%
Cn1c(=O)c2c(nc(CN3CCCCC3)n2CCc2ccccc2)n(C)c1=O,-20%,5%,10%,0%,0%,3%,1,6%,-2%,-3%
COc1ccccc1N(C(=O)Cn1nnc(-c2ccc(C)o2)n1)C(C(=O)NC1CCCC1)c1ccncc1 (configuration not stated),-12%,-5%,-4%,1%,-7%,1%,5,9%,39%[activator],0%
Cc1ccc(C2(C)NC(=O)N(CC(=O)N3CCN(S(=O)(=O)c4cccs4)CC3)C2=O)cc1 (configuration not stated),x,5%,2%,-2%,x,-2%,5,-1%,x,-1%
Cc1cnc(NC(=O)c2ccco2)s1,3%,11%,-2%,1%,4%,7%,-10,18%,-10%,5%
COc1ccc(/C=C/C(=O)OCC(=O)c2c(N)n(C)c(=O)n(C)c2=O)cc1,35%[activator],-3%,1%,-8%,u,-3%,12,2%,-4%,-1%[46.1 µM]
Cc1nnc(NC2=NCCC2)s1,2%,0%,-1%,-6%,-6%,1%,5,15%,-2%,-16%
Cc1ccc(NC(=O)COC(=O)COc2ccc(Cl)cc2)c([N+](=O)[O-])c1,4%,-9%,0%,1%,u,0%,-5,19%,1%,1%[46.1 µM]
O=C(Nc1ccccc1N1CCN(c2ccccc2)CC1)c1cccc(F)c1,-12%,-9%,1%,0%,2%,-5%,-13,-21%,5%,2%

Entries of single compounds from above. Order of values: Menin MLL FP TR	ASM inhibitor	AT treatment	PTAP TSG101 blk	MBNL1-CUG inh	Mito fusion yeast	TSHR antagonist	a7 integrin act	MLL CXXC-DNA inh	TCR act
`O=C(Cc1cccs1)NCCS(=O)(=O)N1CCN(c2cccc(Cl)c2)CC1` is listed with x	-1%	-1%	-1%	x	8%	-6	-12%	x	3%
`O=C(Nc1ccccc1N1CCN(c2ccccc2)CC1)c1cccc(F)c1` is listed with -12%	-9%	1%	0%	2%	-5%	-13	-21%	5%	2%
`CC(C)(C)NC(=O)CSC(=Nc1cccc(F)c1)NC#N` is listed with 15%	-7%	-3%	-2%	-2%	-2%	3	-37%[inhibitor]	-1%	-3%

(continued)
SMILES,Menin MLL FP TR,ASM inhibitor,AT treatment,PTAP TSG101 blk,MBNL1-CUG inh,Mito fusion yeast,TSHR antagonist,a7 integrin act,MLL CXXC-DNA inh,TCR act
O=C(NCC1CCCO1)C1CCN(S(=O)(=O)c2cc(Cl)ccc2Cl)CC1 (configuration not stated),-10%,0%,-9%,-6%,4%,8%,6,-13%,-6%,1%
CC1(C)CC(=O)C2=C(C1)N(Cc1ccco1)C(=O)C2(NC(=O)c1cccnc1)C(F)(F)F (configuration not stated),9%,2%,2%,-1%,-10%,1%,-6,12%,-5%,-1%
COC(=O)c1cn(C(C)C(=O)NCc2ccco2)c2ccccc12 (configuration not stated),-21%,-1%,-4%,-6%,-4%,0%,0,1%,0%,6%
O=C(CCc1ccccc1)N1N=C(c2ccncc2)CC1(O)C(F)(F)F (configuration not stated),0%,-2%,0%,-1%,-13%,2%,-18,26%,-4%,4%
CCc1cccc(NS(=O)(=O)c2cccc3cccnc23)c1,4%,-1%,11%,0%,0%,6%,4,u,-4%,5%
COc1ccccc1N1CCN(C2CCN(S(=O)(=O)c3ccc(NC(C)=O)cc3)CC2)CC1,21%,-3%,0%,-3%,u,0%,-1,-9%,-1%,-12%
COc1cc(C(=O)Nc2ccc(C)cn2)c([N+](=O)[O-])cc1OC,2%,1%,-3%,-2%,u,4%,9,11%,5%,-25%
COc1ccc(CN(CCC(c2ccccc2)c2ccc(OC(C)C)cc2)C(=O)CCl)cc1OC (configuration not stated),u,-14%,-4%,-2%,u,12%,-13,-64%[inhibitor],2%,9%[46.1 µM]
CCN(CC)S(=O)(=O)c1ccc(N/N=C(\C)c2ccc3c(c2)OCO3)c([N+](=O)[O-])c1,0%,-9%,2%,-1%,1%,-6%,4,-27%,-8%,4%[46.1 µM]
Cc1ccc(CNC(=O)c2ccc(CS(=O)(=O)c3ccccc3C)o2)cc1,0%,3%,1%,-3%,1%,13%,-1,20%,6%,3%
O=C(NC1CC2CCCC(C1)N2C(=O)N1CCCCC1)C1CCCCC1 (configuration not stated),-7%,0%,-3%,4%,2%,-1%,-1,-10%,3%,1%
Cc1cc(=O)[nH]c2c(C)cc(S(=O)(=O)N3CCCCC3)cc12,x,-1%,8%,0%,0%,0%,8,24%,8%,-10%
Cc1cc(C)n(CCC(=O)N=Nc2c(O)[nH]c3ccccc23)n1,x,-5%,17%,-3%,u,-1%,3,-18%,0%,-4%
COc1ccccc1-c1sc2cc3c(cc2c1C#CCO)OCO3,x,8%,6%,1%,x,u,56,-1%,x,4%
C=CCC[C@@H](Cc1ccc(F)cc1)C(=O)OC[C@@H](C)NC(=O)[C@H](CC=C)CC(=O)N(CCO)Cc1ccccc1,x,-2%,6%,x,x,x,-19,-23%,x,3%
COc1ccc(-c2c(C#Cc3ccccc3)c3ccccc3n2C)cc1,0%,138%[activator],20%,-3%,-5%,1%,-2,13%,-8%,1%
NC1=NC(c2ccc([N+](=O)[O-])cc2)N(c2ccc(F)cc2)C(N)=N1 (configuration not stated),x,1%,x,-4%,x,x,x,-2%,x,13%
CCC(C)[C@H]1CN=C(N)N1CCc1cccc2ccccc12 (some centres not stated),x,8%,x,-9%,x,x,x,-33%,x,-8%
CN(C)C(CNC(=O)CCc1nc2cc(Cl)ccc2n(Cc2ccccc2)c1=O)c1ccccc1 (configuration not stated),x,-1%,11%,-3%,x,-2%,16,-30%[inhibitor],x,2%
CC(=O)Nc1ccc(Nc2nc(C)nc3c2nnn3Cc2ccccc2Cl)cc1,-3%,13%,-7%,2%,2%,16%,-3,-22%,22%,-5%

Screening data (PubChem BioAssay)
